High-throughput results as filed in PubChem.
PMI act satM6P – human PMI activators, high substrate, primary screen, biochemical, fluorescence intensity, near-saturating mannose 6-phosphate | coupled PMI enzyme assay, resazurin fluorescence, 20 min; active compounds read high; 1 = untreated enzyme, 0 = substrate-free blank | hit rate 0.34% among 190,000 | Mannose-6-phosphate isomerase (Homo sapiens), P34949 | activation factor at 20 µM | AID 1216, 2008;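 active = activation factor of 2 or more at 20 µM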
Target sequence (P34949 whole entry, looked up): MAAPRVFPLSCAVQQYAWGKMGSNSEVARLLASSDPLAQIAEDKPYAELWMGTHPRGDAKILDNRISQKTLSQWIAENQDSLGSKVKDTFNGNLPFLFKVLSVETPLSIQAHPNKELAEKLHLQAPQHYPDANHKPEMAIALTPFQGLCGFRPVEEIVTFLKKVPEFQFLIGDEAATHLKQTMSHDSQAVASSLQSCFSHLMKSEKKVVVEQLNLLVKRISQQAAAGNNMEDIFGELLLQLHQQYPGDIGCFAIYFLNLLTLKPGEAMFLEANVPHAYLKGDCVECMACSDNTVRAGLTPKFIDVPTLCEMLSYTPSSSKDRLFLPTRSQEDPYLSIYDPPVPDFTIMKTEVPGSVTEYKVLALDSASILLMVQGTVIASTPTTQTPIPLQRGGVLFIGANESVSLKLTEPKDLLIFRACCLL
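Test system: human PMI in coupled enzyme assay; Input: PMI at 15 ng/mL final; Medium: HEPES buffer, pH 7.4; Schedule: 20 min incubation at room temperature; Technique: resorufin fluorescence at Ex 544/Em 590 nm; Compound: 20 µM single dose; Probe or stimulus: Near-saturating mannose-6-phosphate, 1.0 mM.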
FLuc act counter – FLuc activators, initial screening, artefact control for FLuc-dependent activation tests, biochemical, ATPlite luminescence. ATPlite luciferase biochemical, 10 min; 0 = ATP-free wells, 1 = DMSO control. activation factor at 10 µM. 200,000 tested, under 10 active. AID 1027, 2008;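 active = luciferase activation factor, scaled between plate controls, of at least 2 with compound at 10 µM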
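Material: luciferase plus luciferin reagent, cell-free. Medium: PBS buffer for ATP. Also added: ATP substrate, dispensed from a 10.24 µM working solution in PBS. Doses: test compounds dosed from 2 mM stocks in 100% DMSO. Incubation: 10 min post-reagent at room temperature. Technique: light output (luminescence). Read-out basis: luminescence gain marking luciferase activators.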
PMI activator – activators of human PMI, primary screen, biochemical, fluorescence intensity, near-Km mannose 6-phosphate. Mannose-6-phosphate isomerase (Homo sapiens), P34949. purified human PMI, coupled resazurin fluorescence, 20 min; active compounds read high; 1 = vehicle control, 0 substrate-free wells. hit rate 0.005% among 190,000. activation factor at 20 µM;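 active = activation factor of 2 or more at 20 µM, relative to plate controls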
TNAP inh noacc – human TNAP enzyme inhibitors, primary screen, biochemical, luminescent, no phosphate acceptor, uHTS | Alkaline phosphatase, tissue-nonspecific isozyme (Homo sapiens), P05186 | purified TNAP, CDP-star luminescence, 30 min | inhibition, % at 20 µM | hit rate 0.26% among 200,000 | AID 1012, 2008;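 active = tissue-nonspecific alkaline phosphatase inhibition above about 50% at 20 µM in the single-dose screen, limit read from the data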;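 also: 0% = DMSO negative control and 100% = EDTA positive control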
Target sequence (P05186 whole entry, looked up): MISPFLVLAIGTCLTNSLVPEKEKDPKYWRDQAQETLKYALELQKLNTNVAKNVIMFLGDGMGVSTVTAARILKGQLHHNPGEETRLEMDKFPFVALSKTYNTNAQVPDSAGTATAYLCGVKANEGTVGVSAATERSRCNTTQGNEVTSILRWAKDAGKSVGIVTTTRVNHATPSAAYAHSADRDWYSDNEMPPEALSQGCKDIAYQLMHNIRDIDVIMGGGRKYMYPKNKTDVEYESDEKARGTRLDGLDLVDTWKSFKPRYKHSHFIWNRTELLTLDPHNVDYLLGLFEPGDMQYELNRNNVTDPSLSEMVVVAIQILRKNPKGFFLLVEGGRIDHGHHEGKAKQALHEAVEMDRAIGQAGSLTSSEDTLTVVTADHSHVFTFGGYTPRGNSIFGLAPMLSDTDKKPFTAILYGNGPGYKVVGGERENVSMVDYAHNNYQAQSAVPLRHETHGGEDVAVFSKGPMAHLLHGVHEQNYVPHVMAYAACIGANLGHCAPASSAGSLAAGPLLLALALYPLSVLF
NF-kB neuron act – activators of NF-kB expression in neurons, primary screen, cell-based, HTS; human neuronal cells, NF-kB reporter expression; active compounds read high; fold change at 12.5 µM; hit rate 1.6% among 190,000; in the data active = fold change above about 3.3
APP 5'UTR act – activators of APP 5'UTR luciferase reporter, primary screen, SH-SY5Y cells | hit rate 1% among 190,000 | SH-SY5Y APP 5'UTR luciferase reporter, luminescence; zero percent = DMSO vehicle wells | activation, % at 2 µM;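 active = activation above a set limit, based on mean plus 3 SD of controls, cut at about 140% in these data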; also: values of inactives mirror those of a sister screen read the other way
bIAP act – bovine intestinal alkaline phosphatase activators, primary screen, biochemical, bovine IAP, CDP-star luminescence; purified bovine IAP, 30 min; active compounds read high; fold of DMSO-control signal, blank-subtracted; activation factor at 20 µM; hit rate 0.17% among 200,000;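 active = activation factor of 2 or more at 20 µM, a signal rise over negative controls twice the positive control's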
FLuc inhib CS – firefly luciferase enzyme inhibitors, primary screen, artefact control for luciferase-based inhibitor screens, biochemical, luminescence, ATPLite | AID 1006, 2008 | hit rate 1.5% among 200,000 | inhibition, % at 10 µM | 10 min;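 active = inhibition above about 50% when tested at 10 µM, limit read from the data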
TNAP act hi DEA – TNAP activators at high phosphate acceptor level, primary screen, biochemical, luminescence, uHTS | Alkaline phosphatase, tissue-nonspecific isozyme (Homo sapiens), P05186 | purified TNAP, CDP-star luminescence, 1 M DEA, 30 min; active compounds read high; 0 = EDTA background, 1 = DMSO-only activity | activation factor at 20 µM | 200,000 tested, under 10 active;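 active = activation factor at least 2 at 20 µM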
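Dosing: 20 µM single point. System: human TNAP. Amount: TNAP 1/800 final. Incubation: 30 min, room temperature. Read-out: TNAP activation factor scaled between EDTA and DMSO control wells. Signal: luminescence from CDP-star hydrolysis. Medium: 1 M DEA, pH 9.8, Mg2+, Zn2+. Control set: EDTA negative control, DMSO positive control.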
TNAP inh hiacc – human TNAP enzyme inhibitors, primary screen, biochemical, luminescent, high phosphate acceptor level, uHTS; Alkaline phosphatase, tissue-nonspecific isozyme (Homo sapiens), P05186; purified TNAP, CDP-star luminescence, 1 M DEA; inhibition, % at 20 µM; hit rate 0.03% among 200,000;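 active = over 50% inhibition of tissue-nonspecific alkaline phosphatase at 20 µM in the single-dose screen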;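 also: plate controls were DMSO wells for no effect and EDTA-quenched wells as full inhibition for full effect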
* hit, by the source's call; . = no result given. The order is random, and some 3.6% of all compounds hit somewhere here.

Compound | PMI act satM6P | FLuc act counter | PMI activator | TNAP inh noacc | NF-kB neuron act | APP 5'UTR act | bIAP act | FLuc inhib CS | TNAP act hi DEA | TNAP inh hiacc
CC(=O)Nc1ccc(C(=O)NN2C(=O)c3ccccc3C2=O)cc1 | 1.1 | 1 | 1 | -5 | 1.2 | -1 | 0.9 | -3 | 1 | 4
CCN(C(=O)CSc1nc2c(cnn2-c2ccccc2)c(=O)[nH]1)C1CCS(=O)(=O)C1 (configuration not stated) | 1.1 | 1 | 1 | -16 | 1.1 | 2 | 0.9 | -2 | 1 | 1
O=C(NC(=S)NCc1cccnc1)c1cc2ccccc2o1 | 1.1 | 0.9 | 1.1 | -19 | 1.2 | -15 | 0.9 | 10 | 1 | -4
Cc1cccc2sc(NC(=O)c3cc(S(=O)(=O)N(C)C)ccc3N3CCCC3)nc12 | 0.9 | 1 | 0.9 | -5 | 0.54 | 0 | 1.2 | -3 | 1 | -4
CN1CCN(c2cc(=O)n(C3CCCCC3)c(=O)[nH]2)CC1 | 0.9 | 1.1 | 0.9 | -18 | 1.1 | . | 0.9 | -6 | 1.1 | -7
C=CCOc1ccccc1/C=N/NC(=O)c1ccc(Cl)cc1Cl | 0.8 | 1 | 0.9 | -5 | 0.99 | -13 | 0.4 | 3 | 1.1 | -6
Cc1ccc(-n2ncc3c(NCCCn4ccnc4)ncnc32)c(C)c1 | 1 | 1.1 | 1 | 2 | . | . | 1 | -8 | 1.1 | -6
O=C(O)C1SCCN1S(=O)(=O)c1ccc(N=NN2CCOCC2)cc1 (configuration not stated) | 1 | 1.1 | 1.1 | 0 | 1.2 | -9 | 1.1 | -8 | 1.1 | -6
Fc1ccc(CNCc2ccccc2C(F)(F)F)cc1 | 1.1 | 1.1 | 1.1 | 3 | 1.4 | -14 | 1 | -6 | 1 | 3
CC(=O)c1ccc(NC(=S)NN2C(C)CCCC2C)cc1 (configuration not stated) | 1.1 | 1.1 | 1 | -16 | 1.2 | 4 | 1 | -6 | 1.1 | -8
CN(C)/C=C1\C=C(c2ccccc2)OC1=O | 1 | 1 | 1.1 | -8 | 2.4 | 11 | 1 | -3 | 1 | 1
CCCn1c(C)cc(/C=C(\C#N)C(=O)OCC(=O)NC(=O)NCC)c1C | 0.8 | 0.9 | 0.8 | -5 | 1.1 | 7 | 1 | 9 | 1 | -2
CCNC(=O)COC(=O)COc1ccc(Cl)cc1C | 0.9 | 1 | 0.9 | -20 | 1.1 | -17 | 1 | -1 | 1.1 | -10
CCN(CC)CCNC(C(=O)Nc1cccc(C(C)=O)c1)c1ccccc1 (configuration not stated) | 1.1 | 1 | 1.2 | -11 | 1.1 | -20 | 1.1 | -5 | 1 | -3
CCOC(=O)C(=O)Nc1ccccc1C#N | 1 | 1 | 0.9 | -4 | 0.97 | -2 | 0.2 | -3 | 1 | -2
CC(/C=C/c1ccccc1)=N\NC(=O)c1ccncc1 | 0.9 | 1 | 0.9 | -3 | 0.91 | 3 | 1.2 | -3 | 1 | -4
CC(C)C(=O)n1nc(-c2cccnc2)nc1NCc1ccc(F)cc1 | 1 | 1 | 1 | 13 | 1.1 | 2 | 1.1 | -1 | 1 | 1
O=C(NCc1ccco1)c1csc2c1CCCC2 | 1.1 | 1 | 1 | -6 | 1.1 | -13 | 1 | -1 | 1 | -3
CCc1ccc(C2CC(c3ccc(C)cc3)Nc3nc(N)nn32)cc1 (configuration not stated) | 1 | 1.1 | 1 | 7 | 1 | 3 | 0.9 | -12 | 1 | -2
COc1cc(C(=S)N2CCCC2)cc(Cl)c1OCC(=O)Nc1ccc(C)cc1C | 0.8 | 1 | 0.8 | -5 | 1.3 | -14 | 1.2 | -1 | 1 | 0
CCN(C(=O)CCCC(=O)N(CC)c1ccccc1)c1ccccc1 | 1.1 | 1.1 | 1.1 | -9 | 1.2 | 15 | 0.9 | -10 | 1.1 | -7
O=C(c1cccs1)N1CCC2(O)CCCCC2C1c1ccc(F)cc1 (configuration not stated) | 1.1 | 1 | 0.9 | -11 | 0.99 | 1 | 0.9 | -4 | 1 | -1
CCOC(=O)c1sc(NC(=S)NC(=O)c2ccccc2Cl)c(C(=O)OCC)c1C | 0.9 | 1.1 | 1 | 4 | 1.3 | 2 | 0.9 | -9 | 1 | 1
CSc1nnc(Cn2c(=O)sc3ccccc32)n1-c1cccc(Cl)c1 | 1 | 1.1 | 1.1 | 1 | 1.1 | 10 | 0.9 | -11 | 1.1 | -7
CC(=O)OCC(=O)NCc1ccc2c(c1)OCO2 | 1 | 1.1 | 1 | -8 | 1.1 | 9 | 1 | -9 | 1.1 | -9
O=C(O)c1ccc(CNC(=O)c2ccc(Br)o2)cc1 | 1 | 1 | 1 | -14 | 1 | 17 | 0.9 | -5 | 1.1 | -7
COc1ccccc1CNC(=O)c1cc2c(=O)[nH]c3ccccc3c2n1C | 0.6 | 1 | 0.8 | -4 | 0.96 | 10 | 1.3 | 0 | 1 | -1
Fc1ccc(NC(=S)NCc2cccnc2)cc1 | 1 | 1.1 | 0.9 | -8 | 1.2 | 2 | 0.9 | -8 | 1 | -2
CNC(=O)C1CC(=O)N(CCCc2ccccc2)C(=Nc2ccccc2)S1 (configuration not stated) | 0.9 | 1 | 0.9 | -3 | 2 | -15 | 1 | -2 | 1 | 0
O=C1NCCN1Cc1ccc(Cl)cc1 | 1 | 1.1 | 1.1 | -11 | 1.1 | 5 | 1 | -5 | 1 | -4
COc1cc(OC)cc(C(=O)NNC(=S)Nc2ccc(S(N)(=O)=O)cc2)c1 | 1 | 1 | 1.1 | -81 | 1.1 | -19 | 1.3 | 0 | 1 | 3
O=C(O)CCCCCN1C(=O)/C(=C/c2ccncc2)SC1=S | 1 | 1.1 | 1 | 14 | 1.2 | -5 | 1.2 | -8 | 1 | -3
COC(=O)Cn1cc(C(=O)C(F)(F)F)c2ccccc21 | 1 | 1.1 | 1 | -5 | 1.1 | 11 | 0.9 | -7 | 1.1 | -6
CCOC(=O)c1ccc2c(c1)C(=O)N(C1CCCCC1)C2=O | 0.9 | 1 | 1 | -13 | 2.2 | 20 | 0.9 | -3 | 1.1 | -6
Clc1ccc(SCCn2cncn2)cc1 | 0.9 | 1 | 0.9 | -15 | 0.99 | -6 | 1 | -3 | 1.1 | -6
Cc1cc(CNC(=O)Cc2ccccc2)c2ccccc2n1 | 1.1 | 1 | 1.1 | -4 | 1.4 | 3 | 0.9 | -2 | 1 | -4
Cc1nonc1OCCn1nnnc1N | 1 | 1 | 1.2 | -12 | 1.3 | -3 | 0.9 | -3 | 1.1 | -8
CCNC(=S)NNC(=O)c1ccccc1OC(F)F | 1 | 1 | 1 | -172 | 1.4 | 3 | 1.5 | -5 | 1.1 | -6
Cc1sc2nc3c(SC(C)C(=O)O)cc(C(=O)c4ccccc4O)cn3c(=O)c2c1C (configuration not stated) | 0.3 | 0.9 | 0.8 | 10 | 1 | 3 | 1.3 | 10 | 0.9 | 11
Cc1cc(C)n(-c2nnc(N3CCN(c4ccc(F)cc4)CC3)nn2)n1 | 0.4 | 1 | 0.1 | -10 | 1 | -5 | 1.1 | 2 | 1 | 3

4 entries from above, with each value named.
O=C(O)CCCCCN1C(=O)/C(=C/c2ccncc2)SC1=S
  PMI act satM6P: 1
  FLuc act counter: 1.1
  PMI activator: 1
  TNAP inh noacc: 14
  NF-kB neuron act: 1.2
  APP 5'UTR act: -5
  bIAP act: 1.2
  FLuc inhib CS: -8
  TNAP act hi DEA: 1
  TNAP inh hiacc: -3
CCOC(=O)c1sc(NC(=S)NC(=O)c2ccccc2Cl)c(C(=O)OCC)c1C
  PMI act satM6P: 0.9
  FLuc act counter: 1.1
  PMI activator: 1
  TNAP inh noacc: 4
  NF-kB neuron act: 1.3
  APP 5'UTR act: 2
  bIAP act: 0.9
  FLuc inhib CS: -9
  TNAP act hi DEA: 1
  TNAP inh hiacc: 1
Cc1nonc1OCCn1nnnc1N
  PMI act satM6P: 1
  FLuc act counter: 1
  PMI activator: 1.2
  TNAP inh noacc: -12
  NF-kB neuron act: 1.3
  APP 5'UTR act: -3
  bIAP act: 0.9
  FLuc inhib CS: -3
  TNAP act hi DEA: 1.1
  TNAP inh hiacc: -8
CC(=O)OCC(=O)NCc1ccc2c(c1)OCO2
  PMI act satM6P: 1
  FLuc act counter: 1.1
  PMI activator: 1
  TNAP inh noacc: -8
  NF-kB neuron act: 1.1
  APP 5'UTR act: 9
  bIAP act: 1
  FLuc inhib CS: -9
  TNAP act hi DEA: 1.1
  TNAP inh hiacc: -9

(list continues)
Compound | PMI act satM6P | FLuc act counter | PMI activator | TNAP inh noacc | NF-kB neuron act | APP 5'UTR act | bIAP act | FLuc inhib CS | TNAP act hi DEA | TNAP inh hiacc
CCOc1ccccc1C(=O)N(Cc1ccco1)C1CCS(=O)(=O)C1 (configuration not stated) | 1 | 1 | 1 | -14 | 1.1 | 5 | 1 | -2 | 1.1 | -7
COc1c(C)cc(Br)cc1C(=O)Nc1ccccc1N1CCN(C(=O)c2ccccc2)CC1 | 0.9 | 1.1 | 0.8 | -9 | 0.41 | 1 | 1.1 | -6 | 1.1 | -7
Cc1cccc2cc3c(NC(=O)CC(C)C)nn(C)c3nc12 | 1 | 1 | 1 | -18 | 1.4 | -1 | 1.1 | -1 | 1.1 | -5
O=C(CN(CCO)c1ccccc1)Nc1cccc(S(=O)(=O)N2CCCC2)c1 | 1 | 1 | 1 | -32 | 0.99 | 1 | 1 | -3 | 1.1 | -6
O=C(c1ccccc1)N1CCN(C(=O)c2cc3ccccc3o2)CC1 | 1 | 1 | 1 | 2 | 1.1 | -3 | 1 | -3 | 1 | 0
COc1ccc(N(CC(=O)NN=C2CCCC2)S(=O)(=O)c2ccccc2)cc1Cl | 1.1 | 1.1 | 1 | -36 | 0.77 | . | 1 | -9 | 1 | 0
CCOC(=O)CSc1ncnc2c1c(-c1ccccc1)cn2-c1ccc(OC)cc1 | 0.9 | 1.1 | 0.9 | -21 | 1.2 | -8 | 0.7 | -5 | 1 | -2
CCN1CCN(C2=CC3=CC(=C(C#N)C#N)CCC3CC2)CC1 (configuration not stated) | 0.4 | 1 | 0.7 | 4 | 1.1 | 5 | 0.6 | 0 | 0.6 | 40
O=C(CNC1CCCCC1)NCC1(c2ccccc2)CCCC1 | 1.1 | 1 | 1.1 | -8 | 0.75 | 12 | 1 | -3 | 1.1 | -5
COc1ccccc1C(=O)N1CCN=C1SCc1cccnc1 | 0.9 | 1 | 0.8 | -7 | 1.1 | 0 | 0.9 | -3 | 1 | 2
